From PubChem BioAssay
XIAP displacement – small molecules displacing peptide from XIAP – biochemical, IAP family, fluorescence polarization (AID 1018); XIAP BIR domain, fluorescence polarization peptide displacement; higher % means a stronger effect; one-dose displacement, % at 20 µM; IC50 in µM for titrated hits; 200,000 compounds, 0.007% hits; in the data active means displacement above about 50%; further: a part of the inactive calls stands beside numbers as strong as those of hits
SIAH1 antagonists – blockers of Siah-1 interaction with plectin peptide – biochemical, fluorescence polarization, rhodamine-plectin, uHTS, primary screen (AID 1817) | Siah-1 / rhodamine-plectin peptide fluorescence polarization; higher % means a stronger effect | displacement, % at 20 µM, or IC50 in µM where a hit was titrated | 290,000 compounds, 0.02% hits;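 active means displacement of at least 50% at 20 µM, with a fluorescence ratio check between 0.3 and a set limit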;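 further: plate controls were Siah plus tracer with DMSO for no effect and tracer alone without Siah for full effect; strong numbers were not always called active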
RSV CPE inhibition – inhibition of RSV-induced cytopathic effect – HEp-2 cells, primary 10 µM value included (AID 2391); CPE inhibition, % at 10 µM; hits with a dose series show IC50 in µM; 310,000 compounds, 0.13% hits; HEp-2 cells, RSV-induced CPE inhibition; higher % means a stronger effect; in the data active means a potency from the dose series; inconclusive means CPE inhibition mostly from about 23% at the one dose, without a potency; inactive means the rest, 99 in 100 with CPE inhibition below about 21%; further: strong numbers were not always called active
AID2073 – disruptors of CaV2.2 binding to Mint1 – biochemical, HTRF (AID 2073) | inhibition, % at 20 µM; hits with a dose series show IC50 in µM | HTRF protein-protein interaction, Mint1-CaV2.2; higher % means a stronger effect | 290,000 compounds, 0.19% hits; in the data active means inhibition mostly above about 51%, no sharp cut-off; inconclusive means no clear call, values can overlap the other calls; inactive means mostly below about 53%; further: some results filed as inactive read as strong as hits
Large T inhibition – SV40 large T antigen inhibitors, biochemical (AID 1903); SV40 large T antigen ATPase/helicase inhibition assay; higher % means a stronger effect; one-dose inhibition, % at 20 µM; IC50 in µM for titrated hits; 310,000 compounds, 0.39% hits; in the data active means a potency from the dose series; inconclusive means inhibition mostly from about 32% at the one dose, without a potency; inactive means the rest, 99 in 100 with inhibition below about 32%; further: strong numbers were not always called active
NS5 inhibitors – flavivirus cap methylation enzyme inhibition – biochemical, confirmation dose response, primary screen (AID 588689); inhibition, % at 25 µM, or IC50 in µM where a hit was titrated; 340,000 compounds, 0.3% hits; Dengue-2 NS5 methyltransferase capping enzyme assay, biochemical; higher % means a stronger effect; in the data active means a potency from the dose series; inconclusive means inhibition above about 29% without an active follow-up result
HIV fusion peptide – cell-free HIV fusion peptide-binding blockers – biochemical, uHTS, fluorescence dequenching, primary screen (AID 1986); cell-free peptide binding, fluorescence dequenching, 30 min; higher % means a stronger effect; 290,000 compounds, 0.3% hits; one-dose inhibition, % at 20 µM; IC50 in µM for titrated hits; in the data active means inhibition mostly above about 52%, no sharp cut-off; inactive means mostly below about 76%; further: some results filed as inactive read as strong as hits
LYP inhibition – inhibitors of LYP phosphatase, biochemical, fluorescence intensity, uHTS (AID 1779); recombinant LYP phosphatase, fluorescence intensity; higher % means a stronger effect; inhibition, % at 11.5 µM; hits with a dose series show IC50 in µM; 290,000 compounds, 0.054% hits; in the data active means inhibition above about 50%;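 further: plate controls were vehicle with enzyme for no effect and no enzyme for full effect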
Rac1 GTP hydrolysis – MgcRacGAP GTPase-activating activity inhibitors, confirmation, biochemical, ADP Hunter fluorescence; MgcRacGAP-stimulated Rac1 GTP hydrolysis, ADP Hunter fluorescence; higher % means a stronger effect; GST-tagged Rac1 F28L mutant substrate; one-dose inhibition, % at 30 µM; IC50 in µM for titrated hits; 340,000 compounds, 0.6% hits;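 active means first-screen hits whose inhibition reached a set limit at any dose in the follow-up dose series; inconclusive means inhibition above the set first-screen limit but never retested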;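 further: fluorescence reports GDP produced by GAP-driven GTP hydrolysis; strong numbers were not always called active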
NS5 inhibitors pilot replicate – also measured in NS5 inhibitors; calls as there; inhibition, %; measured here: pilot screen replicate inhibition
An asterisk follows results filed as active; ? = inconclusive; . = no result given.

SMILES | XIAP displacement | SIAH1 antagonists | RSV CPE inhibition | AID2073 | Large T inhibition | NS5 inhibitors | HIV fusion peptide | LYP inhibition | Rac1 GTP hydrolysis | others
COC(=O)c1ccc(CSc2ccc3nnc(-c4cccc(F)c4)n3n2)o1 | -1.0% | -1% | 2.7% | -6% | 5% | -2% | -1.4% | -3% | 3%
COc1ccccc1N1CCN(c2ccnc3cc(Cl)ccc23)CC1 | . | -1% | 2.5% | 11% | 5% | -1% | -2.3% | -4% | 8%
CC1(C)CC(=O)C2=C(C1)NC(=O)CC2c1ccc(N(CCC#N)CCC#N)cc1 (configuration not stated) | -10% | -1% | -0.3% | -3% | . | -5% | 0.7% | 5% | -1%
c1ccc2[nH]c(NN=C3CCCCCC3)nc2c1 | -5.4% | -16% | 2.6% | -3% | 18% | -1% | -5.5% | -6% | -3%
CC(=O)N1C(=S)NC(=O)/C1=C1/C(=O)N(CC(=O)Nc2cccc(C)c2)c2ccccc21 | -4.9% | 3% | 1.3% | 32% | 31% | -3% | 9.6% | 14% | 6%
CCCCC(=O)NC(=S)NNC(=O)c1ccc(Cl)cc1Cl | 3.0% | -8% | . | 15% | 12% | 1% | 1.5% | -6% | 4%
COc1ccc(/C=C/C2=CC(C)(C)NC(=S)N2)cc1OC | -8.5% | 4% | 1.8% | 1% | 0% | 1% | -1.1% | -2% | 4%
CC(=O)Cc1nsc(NC(=O)c2ccc(COc3ccc(C)cc3)o2)n1 | -2.3% | -2% | 7.3% | 6% | 2% | -6% | 1.2% | -5% | 3%
COc1ccc(C(=O)Nc2cnn(Cc3c(F)cccc3Cl)c2)cc1OC | . | -3% | 2.9% | 6% | . | -1% | -1.4% | -4% | -7%
COc1ccc(-c2nnc3ccc(SCC(=O)N4CCCC4)nn23)cc1 | -6.1% | -2% | 2.3% | 14% | 0% | 1% | 3.6% | 1% | 9%

The last two compounds of the part above are carried over, then new ones follow.
SMILES | XIAP displacement | SIAH1 antagonists | RSV CPE inhibition | AID2073 | Large T inhibition | NS5 inhibitors | HIV fusion peptide | LYP inhibition | Rac1 GTP hydrolysis | others
COc1ccc(C(=O)Nc2cnn(Cc3c(F)cccc3Cl)c2)cc1OC | . | -3% | 2.9% | 6% | . | -1% | -1.4% | -4% | -7%
COc1ccc(-c2nnc3ccc(SCC(=O)N4CCCC4)nn23)cc1 | -6.1% | -2% | 2.3% | 14% | 0% | 1% | 3.6% | 1% | 9%
CCCCOC(=O)c1ccc(NC(=O)C(=O)NCc2ccco2)cc1 | 0.2% | 11% | 3.2% | 32% | 5% | -1% | -0.2% | -6% | -1%
CCCc1[nH]n(-c2ccc(F)cc2)c(=O)c1C=Nc1ccc(C)cc1 | -8.7% | 8% | 3.1% | 0% | 7% | -4% | 0.7% | 11% | 4%
COc1ccc(-c2oc3ncn(CCN4CCOCC4)c(=N)c3c2-c2ccc(OC)cc2)cc1 | -2.8% | -1% | -1.1% | 11% | 14% | 1% | -1.0% | -8% | 5%
CCCn1c(C(C)Nc2nc(-c3ccc(C)cc3)cs2)nc2ccccc21 (configuration not stated) | . | -1% | 36% | -10% | 19% | -3% | 1.8% | 0% | 7%
CC1=C(C)CC(C(=O)NC2CCCC2)C(C(=O)O)C1 (configuration not stated) | . | -2% | . | 8% | . | -7% | -0.7% | -7% | 9%
COc1ccc(N=C2O/C(=C/c3sc(=S)n(CC4CCCO4)c3O)N=C2C#N)cc1 (configuration not stated) | . | 0% | 7.9% | 21% | ? | . | 6.0% | 10% | .
O=C(Cc1cccs1)Nc1nc2c(ccc3ccccc32)s1 | -0.5% | -10% | 3.2% | 19% | 1% | -7% | -1.6% | 3% | 13%
Cc1noc(NS(=O)(=O)c2ccc(N/C=C\C(=O)c3ccc(Br)cc3)cc2)c1C | -5.9% | 1% | 4.9% | 4% | 32% | 0% | 42% | 7% | 8%
O=C(Nc1cccc(N2CCCC2)c1)c1cccs1 | -2.3% | -1% | 3.4% | -14% | 7% | -4% | -1.4% | -2% | 9%
CC(C)(O)C#Cc1ccc(C(=O)N2CCC(CCC(=O)NC3CC3)CC2)cc1 | . | 0% | 0.6% | 6% | 20% | -4% | -1.0% | -9% | 5%

A section from the list above, for reference:
SMILES | XIAP displacement | SIAH1 antagonists | RSV CPE inhibition | AID2073 | Large T inhibition | NS5 inhibitors | HIV fusion peptide | LYP inhibition | Rac1 GTP hydrolysis | others
O=C(Nc1cccc(N2CCCC2)c1)c1cccs1 | -2.3% | -1% | 3.4% | -14% | 7% | -4% | -1.4% | -2% | 9%
CC(C)(O)C#Cc1ccc(C(=O)N2CCC(CCC(=O)NC3CC3)CC2)cc1 | . | 0% | 0.6% | 6% | 20% | -4% | -1.0% | -9% | 5%

Next compounds:
SMILES | XIAP displacement | SIAH1 antagonists | RSV CPE inhibition | AID2073 | Large T inhibition | NS5 inhibitors | HIV fusion peptide | LYP inhibition | Rac1 GTP hydrolysis | others
Cn1c(C(C#N)C2=C(Cl)C(=O)N(c3ccccc3)C2=O)nc2ccccc21 (configuration not stated) | 21% | 3% | 2.3% | 20% | 14% | . | -1.7% | 0% | .
CC(C)Cc1nnc(NC(=O)c2ccc3c(=O)n4c(nc3c2)CCC4)s1 | . | -3% | 4.6% | 46% | 16% | -9% | 2.0% | -4% | 1%
Cc1ccc(CNCCCSc2nc(C)cc(C)n2)cc1 | . | 5% | -0.7% | 13% | -2% | -5% | -2.1% | -4% | 4%
Cc1ccc(NC(=O)CN(C)C(=S)NC2CC2)cc1 | -5.2% | 6% | 1.1% | 3% | 26% | 2% | 0.4% | -7% | -4%
CCn1c(SCc2ccc([N+](=O)[O-])cc2)nnc1C(C)NC(=O)c1ccc(C)cc1 (configuration not stated) | -6.2% | 7% | 1.0% | -10% | 13% | -7% | -1.5% | -7% | 10%
Cc1ccc(CNC(=O)/C=C/c2ccccc2Cl)cc1 | -6.6% | -2% | 1.8% | -18% | 1% | 1% | 0.6% | -15% | 10%
O=C(CCCn1c(SCC(=O)c2ccc(Cl)cc2)nc2ccccc2c1=O)NCc1ccco1 | -7.5% | -5% | -0.3% | 23% | 9% | 1% | 1.1% | 0% | 2%
CCc1cccc(NC(=O)Cn2c3[n+](c4ccc(C(F)(F)F)cc42)CCCCC3)c1 | -2.8% | -4% | 4.5% | 2% | 6% | -4% | -1.7% | -10% | 9%
CC(C)c1nc(CNC(=O)CC2C(=O)NCCN2Cc2ccc(F)cc2Cl)cs1 (configuration not stated) | . | -4% | 0.9% | 25% | 4% | -1% | 7.9% | -8% | 7%
COc1cc(Br)c(C(C)NC(=O)c2ccccc2)cc1OC (configuration not stated) | -2.8% | -3% | 0.6% | -3% | -3% | -4% | 0.1% | -10% | 8%
COc1ccc(CNC(=O)C2CCN(S(=O)(=O)c3ccc4c(c3)C(C)(C)C(=O)N4C)CC2)cc1 | . | -2% | -0.1% | -1% | . | 2% | 0.4% | -9% | 13%
O=C(Nc1cccc(-c2cn3cccnc3n2)c1)c1ccc(Br)o1 | -3.5% | -1% | 0.2% | 20% | 2% | -4% | 1.7% | -17% | 13%
O=C1Nc2ccccc2CCC1Sc1nnc(-c2ccc(Cl)cc2)s1 (configuration not stated) | -1.0% | 2% | 42% | 16% | 15% | 3% | 1.5% | 3% | 12% | NS5 inhibitors pilot replicate=1.5
CC(CN1CCN(C)CC1)OC(=O)c1cccc(F)c1 (configuration not stated) | . | 14% | 0.6% | 1% | 7% | 13% | 1.2% | -8% | 0%
CC(C)(C)c1ccc(S(=O)(=O)n2c(CN3CCOCC3)nc3ccccc32)cc1 | -0.9% | 5% | 2.7% | 3% | 7% | -2% | -0.9% | -6% | 7%
COC(=O)c1cccc(NC(=O)c2ccc3c(c2)C(=O)N(CC2CCCO2)C3=O)c1 (configuration not stated) | -3.4% | -2% | 1.0% | 17% | -1% | -2% | -2.1% | -2% | 10%
O=C(CCc1nc2ccccc2c(=O)[nH]1)OCc1ccc(Cl)cc1Cl | -2.6% | 1% | 1.0% | 0% | -1% | 4% | -2.0% | -4% | 8%
COc1ccccc1CNC(=O)COc1ccc([N+](=O)[O-])cc1 | -9.9% | 0% | 2.7% | -4% | 5% | 2% | 0.1% | 1% | 3%
O=C(Oc1ccc(/C=N/Nc2ccccc2)cc1)c1ccccc1 | -2.4% | 0% | 7.9% | 2% | -1% | 12% | -2.0% | -6% | -7%
CCn1c(C2CCN(Cc3ccccc3)CC2)n[nH]c1=S | -11% | -2% | -1.0% | -6% | 11% | -6% | -0.9% | -1% | 10%
Nc1nnnn1/N=C/c1ccc(O)cc1 | 0.4% | 2% | 2.6µM* | -6% | 32% | -6% | -0.8% | -4% | 13%
O=C(NCCCN1CCOCC1)C1CCC(=O)N1C1CCCCC1 (configuration not stated) | -2.2% | 7% | -0.3% | -4% | 4% | 6% | -0.9% | -8% | 7%
CC(=O)NCCC(=O)N(Cc1ccccc1)c1nc2c(C)cccc2s1 | . | -5% | 14% | 5% | -2% | 4% | -1.3% | -6% | 11%
O=C(N1CCN(c2ccccc2)CC1)C(F)(F)C(F)(F)F | -1.2% | 5% | -1.0% | -2% | 9% | -2% | 3.7% | 1% | 8%
CCC(CC)C(=O)Nc1cccc(C(=O)Nc2ccc(OC)cc2[N+](=O)[O-])c1 | -3.2% | 4% | 0.9% | 13% | 5% | 2% | -4.2% | -6% | 7%
O=S(=O)(NCc1ccco1)c1cccc2cccnc12 | -3.4% | -4% | 0.3% | 19% | 9% | 10% | 1.8% | -6% | 2%
CC(C)C1/C(=N/O)CC(c2ccccc2)NC1c1ccccc1 (configuration not stated) | . | 3% | . | -12% | 28% | 3% | 0.0% | -9% | 1%
Cn1c(=O)c2c(ncn2Cc2ccccc2)n(C)c1=O | -4.7% | 2% | 6.4% | 7% | 16% | 4% | 2.0% | 0% | 5%
CN1CCN(NC(=O)c2ccccc2F)CC1 | -4.9% | 1% | 1.5% | -1% | 11% | . | -1.1% | -8% | 9%
CCOC(=O)c1cccc(NC(=O)C2CCN(S(=O)(=O)c3cnc[nH]3)CC2)c1 | -5.2% | -2% | 3.1% | 3% | -3% | 5% | 0.7% | -5% | 3%
Cc1ccc(NS(=O)(=O)c2ccc3c(c2)NC(=O)CCS3)cc1C | . | 3% | -1.7% | -6% | 1% | 0% | 0.1% | -11% | -18%
Cc1nn(CC(=O)N2CCC(C)CC2)c(=O)c2nn(-c3ccccc3)c(C)c12 | . | 1% | 0.9% | 4% | 11% | -12% | -1.3% | -10% | 10%
CCOC(OCC)c1cn(Cc2ccc3c(c2)C(=O)c2ccccc2C3=O)nn1 | . | -4% | 2.2% | -2% | 9% | . | -2.5% | -10% | .
COc1ccc(NC(=O)/C(=C\c2cccnc2)NC(=O)c2cccs2)cc1 | 0.6% | -2% | 1.8% | 6% | 12% | -5% | -2.2% | -10% | 8%
O=C(CN(c1ccc2c(c1)OCCO2)S(=O)(=O)c1ccccc1)N1CCN(Cc2ccccc2)CC1 | -3.1% | 4% | 1.9% | -2% | 3% | -5% | -1.9% | -4% | 6%
C=CCn1c(SCc2cccc(C#N)c2)nnc1-c1ccccc1O | -4.2% | 0% | 2.4% | 0% | 6% | 1% | -2.6% | -3% | 5%
